# High-throughput results from PubChem.
# TrxR1 inh: blocks rat thioredoxin reductase 1. O89049. recombinant rTrxR1, NADPH fluorescence consumption, selenite substrate. Potency, µM (titrated, usually from 114 µM), inactives show at the highest dose activity change, negative = inhibition, usual class: inhibitors. 1% of 390,000 active. AID 588453; also: potency is read from the fitted curve at half-maximal effect; % is scaled to controls: 0 for no effect and ±100 for the full control effect; nearly all actives have a fitted effect of over 65% in size
#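 Rat TrxR1 (90 nM in the dispensed reagent) was pre-reduced with 400 uM NADPH for 5 min at room temperature, then incubated with compound for 15 min. After 400 uM selenite was added, NADPH fluorescence (Ex 340/Em 450 nm) was followed for 8 min.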
# PI4K2A block: inhibitors of human PI4K2A; Q9BTU6; purified PI4K2A, ADP-Glo luminescence, 1 h; stronger effect = lower value; activity change, negative = inhibition, % at 76.9 µM; 0.13% of 420,000 active; in the data active = activity change below about -50%; inconclusive = mostly about -30% to -49%;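 also: -100% = wells without enzyme as full effect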
# Target sequence (Q9BTU6 whole entry, looked up): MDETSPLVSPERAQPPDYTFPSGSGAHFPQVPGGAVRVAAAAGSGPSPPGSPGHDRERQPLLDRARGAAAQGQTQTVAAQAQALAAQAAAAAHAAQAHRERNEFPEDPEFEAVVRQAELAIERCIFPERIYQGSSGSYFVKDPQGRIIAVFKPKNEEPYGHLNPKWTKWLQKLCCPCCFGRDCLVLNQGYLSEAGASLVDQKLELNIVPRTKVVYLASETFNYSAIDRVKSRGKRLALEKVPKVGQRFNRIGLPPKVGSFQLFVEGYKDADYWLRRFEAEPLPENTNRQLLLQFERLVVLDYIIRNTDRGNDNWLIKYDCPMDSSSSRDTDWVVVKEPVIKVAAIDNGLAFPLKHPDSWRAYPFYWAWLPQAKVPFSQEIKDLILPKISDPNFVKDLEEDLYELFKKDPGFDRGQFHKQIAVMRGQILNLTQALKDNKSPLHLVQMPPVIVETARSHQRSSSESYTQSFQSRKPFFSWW
#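 Compounds are screened against recombinant PI4K2A using PI as substrate and ATP, the latter dispensed at 300 microM. Reactions run one hour at ambient temperature before ADP-Glo detection; full inhibition defined by wells lacking enzyme.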
# GLS inhibitor: glutaminase GLS (human) inhibition | GLS enzymatic activity, qHTS titration | Potency, µM (doses to about 45.5 µM), for inactives: at the top dose activity change, negative = inhibition, most hits filed as inhibitors | 0.21% of 410,000 active | AID 624170; also: potency is read from the fitted curve at half-maximal effect; % is scaled to controls: 0 for no effect and ±100 for the full control effect
#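 Two-point fluorescence kinetic (t0, 30 min RT) for hKGA; glutamate detected via glutamate oxidase–HRP–Amplex Red. Substrate: 1 mM L-glutamine solution; buffer 45 mM KH2PO4, pH 8.2.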
# mIDH1 inhibitor: human IDH1 R132H inhibition; IDH1-R132H enzyme, NADPH consumption, diaphorase/resazurin fluorescence; 0.093% of 390,000 active; O75874; Potency, µM (series often up to 76.6 µM), without a hit: top-dose activity change, negative = inhibition, actives largely listed as inhibitors; AID 602179; also: potency is read from the fitted curve at half-maximal effect; % is scaled to controls: 0 for no effect and ±100 for the full control effect; nearly all actives have a fitted effect of over 65% in size
# Target sequence (O75874 whole entry R132H, stated change not applied): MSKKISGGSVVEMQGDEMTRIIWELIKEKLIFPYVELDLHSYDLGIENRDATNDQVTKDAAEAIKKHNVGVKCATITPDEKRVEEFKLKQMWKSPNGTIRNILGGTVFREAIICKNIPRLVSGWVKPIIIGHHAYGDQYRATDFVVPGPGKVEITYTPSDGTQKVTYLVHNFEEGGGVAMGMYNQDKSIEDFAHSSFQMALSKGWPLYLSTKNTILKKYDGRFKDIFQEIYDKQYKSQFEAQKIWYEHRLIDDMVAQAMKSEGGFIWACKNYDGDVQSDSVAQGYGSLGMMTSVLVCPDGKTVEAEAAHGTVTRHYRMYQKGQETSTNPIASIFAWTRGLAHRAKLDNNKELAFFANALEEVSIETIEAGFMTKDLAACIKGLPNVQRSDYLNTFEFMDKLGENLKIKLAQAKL
#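 IDH1-R132H (0.5 ug/mL dispensed) in pH 7.5 Tris buffer was preincubated 30 min with compound, then given a substrate mix of 0.016 mM NADPH and 2 mM alpha-KG for 80 min at room temperature; remaining NADPH was read by diaphorase/resazurin fluorescence.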
# TrxR1 substrate: rat thioredoxin reductase 1 substrate activity; purified TrxR1 substrate turnover, NADPH consumption readout; Potency, µM (doses to about 114 µM), without a hit: at the top dose activity change, negative = substrate turnover; 0.01% of 390,000 active; also: potency is read from the fitted curve at half-maximal effect; % is scaled to controls: 0 for no effect and ±100 for the full control effect; nearly all actives have a fitted effect of over 50% in size
#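 Rat TrxR1, dispensed at 90 nM, was prereduced with 400 uM NADPH (final) for 5 min at ~22 deg C, then incubated with compound 15 min before 400 uM selenite. A first-read NADPH fluorescence drop versus no-compound background flagged substrates.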
# USP1-UAF1 inh: blocks the human USP1/UAF1 deubiquitinase complex | 0.23% of 390,000 active | AID 743255 | Potency, µM (doses to about 57.1 µM), inactives show top-dose activity change, negative = inhibition, usual class: inhibitors | recombinant USP1/UAF1, Ub-Rhodamine cleavage fluorescence; also: potency is read from the fitted curve at half-maximal effect; % is scaled to controls: 0 for no effect and ±100 for the full control effect; nearly all actives have a fitted effect of over 60% in size; inactives centre near -12
#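 USP1/UAF1 complex (1 nM) preincubated 15 min at room temperature with compound, then Ub-Rho substrate (150 nM final) added. Kinetic fluorescence at 480/540 nm over 6 reads at 60 s intervals; 50 mM HEPES pH 7.8, 0.5 mM EDTA, 0.1 mg/ml BSA, 1 mM TCEP, 0.01% Tween-20.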
# HP1b binding inh: blocks HP1-beta chromodomain binding to methylated histone tails; P83916; AlphaScreen HP1-beta / biotin-H3K9me3 peptide binding; Potency, µM (titrated, usually from 114 µM), inactives show at the top dose activity change, negative = inhibition, hits mostly inhibitors; 0.56% of 390,000 active; also: potency is read from the fitted curve at half-maximal effect; nearly all actives have a fitted effect of over 70% in size; inactives centre near 23
# Target sequence (P83916 whole entry, looked up): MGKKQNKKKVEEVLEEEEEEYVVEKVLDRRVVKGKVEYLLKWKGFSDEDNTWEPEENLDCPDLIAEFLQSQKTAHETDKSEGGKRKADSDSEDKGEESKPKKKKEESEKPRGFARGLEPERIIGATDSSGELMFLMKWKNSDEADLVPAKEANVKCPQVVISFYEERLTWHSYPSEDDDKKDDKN
#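 Compound inhibition of the preformed complex between 50 nM HP1-beta and 50 nM biotinylated H3K9me3 peptide was read by AlphaScreen. Buffer was PBS pH 7.4 with 0.01% Tween-20. Incubations ran 30 min at room temperature, with 10 ug/mL donor/acceptor beads.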
# Pin1 inhibitor: human Pin1 inhibition; Q13526; 0.009% of 390,000 active; Pin1 FP peptide displacement, HiFluor488, 10 min; AID 504891; Potency, µM (highest dose often 115 µM), for the others: top-dose activity, negative = inhibition, usual class: inhibitors; active = well fitted inhibition curve with a large enough effect in the polarisation, with a control signal flat, not every such curve was filed as active; inconclusive = small, poorly fitted or top-dose-only effect, or effect the other way, or a change in a side signal; inactive = no such curve, though single readings can be large or run the other way; the % refers to the polarisation; also: potency is read from the fitted curve at half-maximal effect; % is scaled to controls: 0 for no effect and ±100 for the full control effect
# Tb PGK inh: inhibitors of T. brucei phosphoglycerate kinase; AID 602233; P07378; PGK/GAPDH coupled, Kinase-Glo luminescence, 60 min; Potency, µM (series often up to 57.5 µM), without a hit: at the top dose activity change, negative = inhibition, hits mostly inhibitors; 0.043% of 380,000 active; also: potency is read from the fitted curve at half-maximal effect; % is scaled to controls: 0 for no effect and ±100 for the full control effect; nearly all actives have a fitted effect of over 60% in size
#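 Luminescent ATP detection (Kinase-Glo Plus) follows a 60-minute room-temperature incubation, with wells lacking PGK as controls. Buffer: 100 mM TEA (pH 7.6), 5 mM MgCl2, 0.01% Tween-20. Coupling enzyme GAPDH (100 nM final) supplies unstable 1,3-BPG in-well.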
# Numbers without * were called inactive; i = inactive; ? = inconclusive; nt = no result given; [ ] = dose if it differs, or a comment. Unless noted, calls follow the shape of the dose curve; as a rule, active = well fitted curve in the direction sought with a large enough effect; inconclusive = small, poorly fitted or top-dose-only effect, or another doubt; inactive = no such curve, though single readings can be large; an effect the other way counts as inactive or inconclusive.
TrxR1 inh | PI4K2A block | GLS inhibitor | mIDH1 inhibitor | TrxR1 substrate | Compound | USP1-UAF1 inh | HP1b binding inh | Pin1 inhibitor | Tb PGK inh
13% | -5 | 17% | 3% | 3% | CCOC(=O)C1=C(CS(=O)(=O)c2ccc(C)cc2)NC(=O)NC1c1ccc(O)c(OC)c1 (centres undefined) | -22% | 51%[activator] | -3% | 0%
2% | 2 | 1% | 8% | 6% | Cc1ccc(S(=O)(=O)N2CCN(C(=O)CN3CCc4ccccc4C3)CC2)cc1 | -5% | -39% | -15% | -2%
28% | 3 | 4% | 12% | -4% | O=C(c1ccc2c(c1)N(Cc1ccccc1)C(=O)CS2)N1CCOCC1 | -2% | 20% | -3% | -4%
1% | -12 | 3% | 5% | -8% | COc1cc(Cl)c(S(=O)(=O)NCCc2c(C)[nH]c3c(C)cccc23)cc1Cl | -26% | -21% | -1% | 0%
16% | 1 | -1% | -4% | -1% | CC(C)(C)c1ccc(OC(=O)N2CCOCC2)cc1 | -10% | 43%[activator] | 3% | -2%
16% | -3 | -2% | -1% | 3% | O=C(Nc1cccc(C(=O)NC2CC2)c1)c1ccc(Cl)c(S(=O)(=O)N2CCOCC2)c1 | -25% | 21% | -8% | -2%
-9% | 5 | -1% | 9% | -12% | CN1CCN(C(=S)c2ccc(-c3cccc(Cl)c3Cl)o2)CC1 | -25% | 45µM* | 53%[activator] | i
-1% | -19 | 13% | -13% | -5% | Cc1ccc(NC(=O)CC(=O)c2ccc([N+](=O)[O-])cc2)cc1S(=O)(=O)Nc1cccc(Cl)c1 | -17% | 24% | -1% | -4%
3% | 5 | 0% | 5% | -6% | CCOc1ccc(N(CC(=O)Nc2cc(C)cc(C)c2)S(C)(=O)=O)cc1 | -5% | 26% | 0% | -2%
-7% | -4 | 18% | 7% | -6% | CC(=O)Nc1ccc(/C=N/Nc2nc3ccccc3[nH]2)cc1 | -14% | 18% | 0% | -9%
-7% | 0 | -21% | -1% | -9% | CCN(CC(=O)Nc1ccc(NC(C)=O)cc1)C(=O)/C=C/c1c(C)nn(-c2ccc(F)cc2)c1C | -4% | 8% | 3% | -9%
22%[11.4 µM] | 5 | 0% | 19% | 1% | COc1ccc(Br)cc1/C=N/NC(=O)CN1CCCCC1 | -15% | 26% | 3% | -7%

# Reprinted from the part before: 3 compounds; new compounds follow.
TrxR1 inh | PI4K2A block | GLS inhibitor | mIDH1 inhibitor | TrxR1 substrate | Compound | USP1-UAF1 inh | HP1b binding inh | Pin1 inhibitor | Tb PGK inh
-7% | -4 | 18% | 7% | -6% | CC(=O)Nc1ccc(/C=N/Nc2nc3ccccc3[nH]2)cc1 | -14% | 18% | 0% | -9%
-7% | 0 | -21% | -1% | -9% | CCN(CC(=O)Nc1ccc(NC(C)=O)cc1)C(=O)/C=C/c1c(C)nn(-c2ccc(F)cc2)c1C | -4% | 8% | 3% | -9%
22%[11.4 µM] | 5 | 0% | 19% | 1% | COc1ccc(Br)cc1/C=N/NC(=O)CN1CCCCC1 | -15% | 26% | 3% | -7%
26% | 12 | -3% | 1% | 4% | COc1cc(NC(=O)c2cc(C)nc3c2c(C)nn3-c2ccccc2Cl)cc(OC)c1 | -27% | 30% | -5% | -6%
-12%[57.1 µM] | 10 | 0% | 3% | 6%[57.1 µM] | CCOC(=O)C1=C(C)NC2=C(C(=O)CC(C)(C)C2)C1c1ccc(N(C)C)cc1 (centres undefined) | -18% | -6% | 5% | -1%
22%[57.1 µM] | -6 | -10% | 2% | 19% | O=[N+]([O-])c1ccc(N2CCN(c3ccc(Cl)nn3)CC2)c(Cl)c1 | -15% | 5% | -10% | -7%
-3% | 11 | -5% | -7% | -5% | O=C(CN1C(=O)NC2(CCCCCC2)C1=O)NCCc1ccc(F)cc1 | -27% | 33% | 6% | 0%
18% | 2 | -7% | 4% | -1% | O=C(CSc1nnnn1C1CC1)N1CCN(Cc2ccccc2F)CC1 | -22% | 40%[activator] | 2% | -6%
27% | -2 | -3% | -4% | 7%[57.1 µM] | COc1ccc(-c2csc(NC(=O)CCn3cnc4ccccc4c3=O)n2)cc1OC | -3% | 1% | 0% | nt
6% | -1 | 4% | -3% | -5% | NC(=O)CC(NC(=O)c1ccccc1)c1ccc(N2CCCCCC2)c([N+](=O)[O-])c1 (centres undefined) | ? | ? | -5% | -10%
26%[57.1 µM] | 0 | 1% | -1% | 6%[57.1 µM] | Cc1cc(C)cc(-n2c(SCC(=O)Nc3cccc(F)c3)nc3c([nH]c4ccccc43)c2=O)c1 | -24% | 25%[57 µM] | 1% | 10%
3% | 0 | -8% | 3% | -2% | O=C(c1ccc(F)cc1)N1CCCCC(S(=O)(=O)c2ccccc2)C1=O (centres undefined) | -14% | 30% | 2% | 0%
18% | 1 | 6% | 0% | 4% | CC1CCN(c2nc3ccc(C(=O)NCCc4ccc(S(N)(=O)=O)cc4)cc3s2)CC1 | -14% | 4% | 0% | -2%
? | -2 | -4% | 13% | 2% | O=C(NCCO)c1nc(C(=O)c2ccc(Cl)cc2)c2ccccc2n1 | ? | 38% | 2% | -8%
9% | 5 | -4% | -2% | 3% | COC(=O)c1cccc(NC(=O)CSc2nnc(COc3cccc(C)c3)n2C)c1 | -1% | 11% | 0% | 6%

# Brought forward from above: three entries, then new ones.
TrxR1 inh | PI4K2A block | GLS inhibitor | mIDH1 inhibitor | TrxR1 substrate | Compound | USP1-UAF1 inh | HP1b binding inh | Pin1 inhibitor | Tb PGK inh
18% | 1 | 6% | 0% | 4% | CC1CCN(c2nc3ccc(C(=O)NCCc4ccc(S(N)(=O)=O)cc4)cc3s2)CC1 | -14% | 4% | 0% | -2%
? | -2 | -4% | 13% | 2% | O=C(NCCO)c1nc(C(=O)c2ccc(Cl)cc2)c2ccccc2n1 | ? | 38% | 2% | -8%
9% | 5 | -4% | -2% | 3% | COC(=O)c1cccc(NC(=O)CSc2nnc(COc3cccc(C)c3)n2C)c1 | -1% | 11% | 0% | 6%
-14% | 1 | -4% | 11% | -17% | O=C(Cc1ncc(C(F)(F)F)cc1Cl)Nc1cccc(Br)c1 | -8% | 27% | 1% | -3%
-16% | -1 | 1% | 3% | 21%[57.1 µM] | CCOc1ccc2[nH]c(C)c(CN3CCCCC3)c(=O)c2c1 | -1% | 10% | -2% | -1%
3.5µM* | 5 | 0% | 1% | 6%[57.1 µM] | Cn1cnc([N+](=O)[O-])c1Sc1nc2ccccc2[nH]1 | -4% | 15% | 1% | -10%
8% | -1 | 0% | 0% | -6% | N#CCCn1c(Cl)nc2ccccc21 | -18% | 27% | -6% | 9%[11.5 µM]
7%[57.1 µM] | -3 | -1% | 8% | 2%[57.1 µM] | COc1ccccc1NC(=O)CCC(=O)OCc1cccc([N+](=O)[O-])c1 | -25% | 26% | -4% | -3%
10%[57.1 µM] | 7 | -5% | 5% | -3% | Cc1ccc(S(=O)(=O)N2CCN(C(=O)COC(=O)c3cncc(Br)c3)CC2)c(C)c1 | -7% | 26% | 7% | -3%
25%[57.1 µM] | 2 | -3% | -12% | -9% | COc1cccc(CNC(=O)C2CCC(CNc3nc(=S)[nH]c4ccccc34)CC2)c1 (centres undefined) | 0% | 19% | 0% | i
13%[57.1 µM] | 2 | 2% | 3% | 5%[57.1 µM] | CC(C)OC(=O)c1ccc(N)cc1 | -18% | 33% | 8% | 9%
20% | -2 | -9% | 7% | 7% | FC(F)(F)c1cc(-c2ccccc2)nc2nc(N3CCOCC3)sc12 | -16% | 64%[activator] | -4% | i
2% | -4 | -5% | 0% | -5% | CCCc1nn2c(=O)cc(O)nc2s1 | -17% | 35% | -4% | -3%
15%[57.1 µM] | -1 | 4% | -5% | 17%[57.1 µM] | C[C@H](CO)N1C[C@H](C)[C@@H](CN(C)CC2CCCCC2)Oc2c(NS(=O)(=O)c3cn(C)cn3)cccc2C1=O | -10% | 20% | 1% | -1%
18% | -4 | -3% | 4% | 4% | Cc1cccc(C)c1NC(=O)COC(=O)c1ccc2c(c1)OCO2 | -15% | 86%[activator] | -1% | nt
13% | 9 | 0% | 2% | 10% | Cc1cc(C)nc(NC2=N[C@@H]3CCCC[C@H]3N2C(=O)Nc2cc(Cl)cc(Cl)c2)n1 | ? | 43%[activator] | -2% | -3%
? | 2 | 23% | 4% | 3% | Cc1ccc(C(=O)O)cc1NC(=S)NC(=O)c1ccc([N+](=O)[O-])c(C)c1 | -12% | 6% | -9% | -10%
-7% | -1 | -1% | 1% | -6% | CCC(C)c1ccc(NC(=S)Nc2ccc(OC)cc2C)cc1 (centres undefined) | -15% | -22% | 7% | i
15% | 2 | 2% | 1% | 5% | Cc1cc(C)c2sc(N(CCCN(C)C)C(=O)c3ccc(S(=O)(=O)N(C)Cc4ccccc4)cc3)nc2c1 | -15% | ? | 8% | 10%
? | 0 | -18% | 5% | -14% | O=[N+]([O-])c1cc2c(cc1/C=N/n1c(-c3ccccn3)n[nH]c1=S)OCO2 | -11% | ? | -10% | -7%
-6%[57.1 µM] | -4 | -4% | -3% | 2%[57.1 µM] | COc1ccc(OCC(=O)Nc2ccc(S(=O)(=O)Nc3cc(C)on3)cc2)cc1 | -10% | 28% | -3% | -4%
16%[57.1 µM] | 5 | 23% | 0% | 10%[57.1 µM] | C[N+]1(CC#CC(O)(c2ccccc2)c2ccccc2)CCCC1 | -9% | 5% | -4% | 9%

# Only part of the results is shown, so the mix of outcomes need not match the whole.
